# From PubChem
# Gal4-VP16 FLuc = inhibits Gal4-VP16 luciferase reporter, ROR gamma counter-screen. Potency, µM (doses to about 53.6 µM), for the others: top-dose activity, negative = inhibition, hits mostly inhibitors. 310,000 tested, 3.5% active. Drosophila S2 Gal4-VP16 UAS-luciferase, luminescence, 20 h;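 further: Gal4-VP16 expression switched on by copper sulfate through the metallothionein promoter; potency means the concentration at half of the fitted maximal effect; on the % scale 0 is the no-effect control and ±100 the full control effect; nearly all actives have a fitted effect of over 50% in size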
# Rab9 prom act = activates the Rab9 promoter | 320,000 tested, 2.8% active | AID 485297 | Potency, µM (highest dose often 9.22 µM), inactives show at the top dose activation, negative = inhibition, hits mostly activators | Huh7 Rab9 promoter-luciferase reporter, luminescence, 24 h; further: potency means the concentration at half of the fitted maximal effect; % of control where 0% means no effect; nearly all actives have a fitted effect of over 60% in size
#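 Using Huh7 cells stably transfected with Rab9 promoter–luciferase, compounds were incubated 24 h at 37 °C, 5% CO2; luciferase luminescence was read 10 min after reagent addition.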
# Menin-MLL TR inh = menin-MLL binding inhibition, Texas Red mutant peptide; 270,000 tested, 0.23% active; Potency, µM (top dose mostly 61.6 µM), for inactives: top-dose FP activity change, negative = inhibition, hits mostly inhibitors; AID 1768; O00255; Menin + Texas Red MLL mutant peptide, fluorescence polarization; active means well fitted inhibition curve with a large enough effect in the polarisation, with a control signal flat, not every such curve was filed as active; inconclusive means small, poorly fitted or top-dose-only effect, or effect the other way, or a change in a side signal; inactive means no such curve, though single readings can be large or run the other way; the % refers to the polarisation; further: potency means the concentration at half of the fitted maximal effect; % of control where 0% means no effect; many of its hits are not listed in these tables
# Target sequence (O00255 whole entry, looked up): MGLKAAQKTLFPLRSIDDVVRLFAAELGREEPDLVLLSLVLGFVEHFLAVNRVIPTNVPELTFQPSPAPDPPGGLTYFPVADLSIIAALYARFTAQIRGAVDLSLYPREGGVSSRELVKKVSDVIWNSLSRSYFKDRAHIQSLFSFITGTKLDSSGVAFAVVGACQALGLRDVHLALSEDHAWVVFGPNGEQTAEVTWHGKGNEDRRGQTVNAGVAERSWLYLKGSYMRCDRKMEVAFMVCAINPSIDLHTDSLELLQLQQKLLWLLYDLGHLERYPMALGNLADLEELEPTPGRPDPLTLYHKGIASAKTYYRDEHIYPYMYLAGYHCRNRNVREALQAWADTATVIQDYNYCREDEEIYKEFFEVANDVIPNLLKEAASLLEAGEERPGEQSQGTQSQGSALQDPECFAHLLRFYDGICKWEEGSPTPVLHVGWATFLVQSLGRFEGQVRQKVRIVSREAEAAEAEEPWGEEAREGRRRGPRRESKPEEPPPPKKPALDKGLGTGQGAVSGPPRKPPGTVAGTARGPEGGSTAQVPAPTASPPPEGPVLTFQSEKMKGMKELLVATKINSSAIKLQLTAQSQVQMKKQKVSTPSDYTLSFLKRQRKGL
# ELG1 genotox = induces genotoxicity in HEK293T cells with luciferase-tagged ELG1 | HEK293T ELG1-luciferase reporter, luminescence, 16 h | Potency, µM (top dose mostly 46 µM), without a hit: top-dose activity change, positive = activation, usual class: activators | AID 504466 | 330,000 tested, 1.3% active; further: potency means the concentration at half of the fitted maximal effect; % of control where 0% means no effect; nearly all actives have a fitted effect of over 60% in size
#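 HEK293T cells expressing luciferase-tagged ELG1 were exposed to compound or DMSO vehicle for 16 hr at 37 °C and 5% CO2. Luciferase activity was then measured with ONE-Glo after 30 min at room temperature.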
# NPC1 prom act = activators of NPC1 promoter. Huh7 NPC1 promoter luciferase reporter, 24 h. Potency, µM (top dose mostly 9.22 µM), without a hit: top-dose activation, actives largely listed as activators. 320,000 tested, 2.4% active. AID 485313;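 further: potency means the concentration at half of the fitted maximal effect; % of control where 0% means no effect; nearly all actives have a fitted effect of over 60% in size; reporter is driven by a mutant NPC1 promoter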
#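 Huh7 reporter cells (NPC1 promoter driving luciferase) are dosed with compound for 24 h at 37 °C, 5% CO2; luciferase detection reagent is then added and luminescence measured after 10 min at ambient temperature.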
# RORgamma inh = inhibitors of mouse ROR gamma transcriptional activity. AID 2551. Drosophila S2 Gal4-RORgamma UAS-luciferase reporter, 20 h. P51450. 310,000 tested, 5.4% active. Potency, µM (highest dose often 53.6 µM), for inactives: top-dose activity change, negative = inhibition, usual class: inhibitors; further: potency means the concentration at half of the fitted maximal effect; on the % scale 0 is the no-effect control and ±100 the full control effect; nearly all actives have a fitted effect of over 60% in size
# Target sequence (P51450 whole entry, looked up, the tested form may be a part): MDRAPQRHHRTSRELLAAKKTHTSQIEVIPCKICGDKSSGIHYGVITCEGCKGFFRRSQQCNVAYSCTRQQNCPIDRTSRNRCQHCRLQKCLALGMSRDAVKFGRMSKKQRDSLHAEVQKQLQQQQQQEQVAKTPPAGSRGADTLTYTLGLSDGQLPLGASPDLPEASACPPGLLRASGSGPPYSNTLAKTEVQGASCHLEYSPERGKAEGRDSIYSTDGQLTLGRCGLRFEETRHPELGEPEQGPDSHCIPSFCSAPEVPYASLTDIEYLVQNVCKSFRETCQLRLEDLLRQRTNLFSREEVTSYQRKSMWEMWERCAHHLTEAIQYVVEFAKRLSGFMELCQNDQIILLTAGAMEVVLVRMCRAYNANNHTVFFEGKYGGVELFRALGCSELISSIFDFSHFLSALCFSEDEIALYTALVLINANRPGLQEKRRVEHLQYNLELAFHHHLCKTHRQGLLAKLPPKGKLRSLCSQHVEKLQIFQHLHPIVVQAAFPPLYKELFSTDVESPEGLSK
#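 ROR gamma transcriptional activity was tracked as Gal4-UAS luciferase output in stably transfected Drosophila Schneider cells, with compound added 1 hr before 700 uM copper sulfate induction and a 20 hr ambient-temperature incubation.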
# BRCA1 expr act = activators of BRCA1 expression; MCF7-BRCA1-FFLuc reporter, luminescence, 48 h; response scale: scaled: vehicle 0%, 10 µM genistein 100%; Potency, µM (highest dose often 46.1 µM), for inactives: top-dose activation, usual class: activators; 380,000 tested, 1.1% active; AID 624202; further: potency means the concentration at half of the fitted maximal effect; nearly all actives have a fitted effect of over 80% in size; some results filed as inactive show a strong effect at the top dose
#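 Activators of BRCA1 expression were detected as increased firefly luciferase luminescence in engineered MCF7 cells after 48 h compound incubation. Signals were scaled to genistein 10 microM as full activation.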
# p53 reactivation = re-activators of mutant p53. H1299 p53-A138V BP100-luciferase reporter, luminescence, 24 h. Potency, µM (titrated, usually from 92.2 µM), inactives show top-dose activity change, positive = activation, hits mostly activators. 320,000 tested, 0.063% active. AID 504706; further: potency means the concentration at half of the fitted maximal effect; % of control where 0% means no effect; nearly all actives have a fitted effect of over 45% in size
#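 H1299 (p53-null), stable ts p53-A138V + BP100-Luc; 1000 cells/well, Opti-MEM/10% FBS; cpd 4 pt, 1:5; 24 h, 37 deg C, 5% CO2; detection reagent 10 min RT; luminescence.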
# FLuc modulator = firefly luciferase modulation, counter-screen for miR-21 project. 360,000 tested, 6.9% active. AID 588342. purified FLuc, Km substrates, luminescence inhibition. Potency, µM (titrated, usually from 57.5 µM), without a hit: at the highest dose activity change, negative = inhibition, actives largely listed as inhibitors;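 further: potency means the concentration at half of the fitted maximal effect; plate controls were vehicle for no effect and reference inhibitor for full effect; nearly all actives have a fitted effect of over 55% in size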
#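 Biochemical qHTS of compounds, final roughly 60 µM downward over six points, against 10 nM purified firefly luciferase using Km concentrations of substrates (10 uM D-luciferin, 10 uM ATP) in Tris acetate pH 7.5 buffer; luminescence output.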
# PKM2 activator = PKM2 (human) enzyme activation. P14618. purified PKM2, Kinase-Glo ATP luminescence, activation; response scale: 0% is enzyme alone, no compound. Potency, µM (top dose mostly 57.5 µM), for the others: top-dose activation, actives largely listed as activators. 260,000 tested, 0.34% active. AID 1631; further: potency means the concentration at half of the fitted maximal effect; on the % scale 0 is the no-effect control and ±100 the full control effect; nearly all actives have a fitted effect of over 55% in size
#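 Purified hPK-M2 (>95% pure) converted ADP (0.1 mM final) to ATP with 0.5 mM PEP in 50 mM imidazole pH7.2, KCl, MgCl2, Tween 20, BSA; 1 h at room temperature. ATP detected by Kinase-Glo luminescence.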
# Giardia killer = kills Giardia lamblia; Giardia lamblia trophozoite viability; activity change, % at 7.66 µM, hits read low; 340,000 tested, 0.15% active; AID 540267; in the data active means activity change below about -80%; inconclusive means between about -30% and that limit;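 further: parasites exposed to compound for two days anaerobically before the ATP read; on the % scale 0 is the no-effect control and ±100 the full control effect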
#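 Giardia trophozoites, 100 cells per well, were exposed to compounds for 48 hrs at 37 deg C under anaerobic conditions; viability was then read as ATP content by bioluminescence after 15-30 min at room temperature.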
# Starred values were filed as active, the others as inactive; u = inconclusive; x = not tested or not shown; [ ] = dose if it differs, or a comment. Unless noted, the call rests on the fitted dose curve; in most records, active means well fitted curve in the direction sought with a large enough effect; inconclusive means small, poorly fitted or top-dose-only effect, or another doubt; inactive means no such curve, though single readings can be large; an effect the other way counts as inactive or inconclusive.
SMILES,Gal4-VP16 FLuc,Rab9 prom act,Menin-MLL TR inh,ELG1 genotox,NPC1 prom act,RORgamma inh,BRCA1 expr act,p53 reactivation,FLuc modulator,PKM2 activator,Giardia killer
COc1ccc(C(=O)NC2CCN(C(=O)Nc3ccccc3Cl)CC2)cc1,-3%,-1%,-6%,0%,-1%,0%,0%,-3%,-4%,10%,-4
N#Cc1cccc(NC(=O)CN2CCCCCC2)c1,3%,-6%,x,3%,0%,-1%,-12%,-3%,2%,x,-9
CCCN1CCN(C(=O)c2oc3c(Cl)cccc3c2C)CC1,-5%,0%,-22%,4%,3%,-20%,-21%,-10%,4%,-10%,4
O=C(CSc1ccc(-c2ccccn2)nn1)Nc1ccc(F)cc1F,5%,1%,x,15%,-4%,-4%,-5%,-3%,-14%,0%,1
COC(=O)Cn1nnc2c(cnn2-c2ccccc2)c1=O,-12%,19%,5%,8%,-2%,2%,18%,7%,-7%,-1%,8
O=C(CC1C(=O)NCCN1C(=O)c1ccc([N+](=O)[O-])cc1)Nc1ccc(F)cc1 (centres undefined),3%,5%,-3%,3%,0%,0%,1%,19%,2%,x,-1
CCOC(=O)C1=C(C)c2ccccc2N(S(=O)(=O)C(F)(F)F)C1C(=O)OCC (centres undefined),3%,x,-1%,4%,x,15%,9%,2%,x,x,-12
CCN1CCN(S(=O)(=O)c2ccc(F)c(C(=O)Nc3c(F)cc(F)cc3Br)c2)CC1,-3%,-1%,-2%,-1%,1%,30%,0%,-5%,7%,x,-11
COc1ccccc1/C=C/C1C(C(=O)OCC(C)C)=C(C)N=C2SCCC(=O)N21 (centres undefined),16%,4%,-1%,-1%,-5%,-4%,-23%,-2%,0%,10%,9
Cn1c(/C(C#N)=C(\O)c2cccc(F)c2)nc2ccccc21,7.1µM*,12%,-1%,u,30%,7.1µM*,-38%,6%,-5%,-4%[11.5 µM],8
CC(C)C(=O)Nc1cc(C(F)(F)F)ccc1-n1ccnc1,1%,0%,-2%,-1%,-2%,-8%,-3%,20%,1%,-2%,5
COc1ccc(N2C(=O)CC(C)(C)CC2=O)cc1OC,2%,-8%,4%,0%,3%,20%,5%,0%,0%,x,6
Cc1ccc(CN(C(=O)c2ccccc2[N+](=O)[O-])C2CCS(=O)(=O)C2)o1 (centres undefined),1%,2%,x,2%,1%,4%,0%,2%,2%,x,-10
COc1ccc(C2(C#N)CCC(=O)N2c2ccccc2)cc1 (centres undefined),12%,2%,x,0%,-4%,13%,-15%,-4%,0%,0%,-4
C=CCNC(=O)C(=O)c1c(-c2ccccc2)[nH]c2ccccc12,-4%,-3%,-11%,1%,-1%,-3%,-1%,-1%,4%,2%,12
Cc1occc1-c1nnc(SCC(=O)N2CCN(c3ccc(F)cc3)CC2)n1C,-4%,4%,-8%,-7%,-1%,-3%,-15%,4%,0%,-1%,-4
CCC(C(=O)NC1CC1)n1nc(C)c2c(C)n(-c3ccc(C)cc3)nc2c1=O (centres undefined),-3%,-3%,-2%,-5%,-2%,0%,-2%,0%,-1%,x,19
Cc1ccc(/C=C/S(=O)(=O)NCc2ccc(F)cc2)cc1,4%,0%,u,0%,-1%,-23%,-35%,-4%,-2%,-1%,u
CCOC1(OCC)C(c2ccc(N)cc2)C(C#N)(C#N)C1(OCC)OCC (centres undefined),7%,-2%,22%,-1%,-1%,-3%,-6%,9%,5%,5%,-2
CSc1cccc(NC(=O)CN2C(=O)c3ccccc3S2(=O)=O)c1,13µM*,-1%,u,4%,23%,-27%,-2%,-1%,u,3%,11
CC(C)(C)Nc1nc2cc([N+](=O)[O-])ccc2o1,-3%,1%,x,9%,0%,-15%,22%,8%,u,-2%,u
COc1cc(C(=O)NCCc2ccc(S(=O)(=O)N3CCCC3)cc2)cc(OC)c1OC,3%,1%,-2%,-4%,0%,-6%,-12%,-5%,-1%,-1%,-16
CCCS(=O)(=O)C(=C(Nc1ccc(OC)cc1)Nc1ccc(OC)cc1)S(=O)(=O)CCC,-6%,-2%,0%,-2%,-2%,21%,7%,-2%,12%,-12%,5
Cc1nc(N2CCN(S(=O)(=O)c3ccccc3C#N)CC2)c2c(-c3ccccc3)csc2n1,x,-3%,x,-15%,-9%,x,-58%,-2%,-1%,x,-3
O=C(N/N=C/c1cc(Br)ccc1O)C(=O)Nc1ccccc1OC(F)(F)C(F)F,2.8µM*,-5%,u,7%,-11%,0.79µM*,-88%,17%,3%,2%,6

# (list continues)
SMILES,Gal4-VP16 FLuc,Rab9 prom act,Menin-MLL TR inh,ELG1 genotox,NPC1 prom act,RORgamma inh,BRCA1 expr act,p53 reactivation,FLuc modulator,PKM2 activator,Giardia killer
Cc1ccc(/C=C/C(=O)Nc2ccc(Oc3ccccc3)cc2)o1,u,1%,u,9%,-5%,32%,-9%,u,6µM*,u,4
Cc1cc(C)cc(N(CC(=O)NC(C)(C)C)C(=O)CNC(=O)c2cccs2)c1,1%,-10%,22%,-2%,2%,-6%,-14%,-1%,1%,-2%,13
Cc1ccc(C)c(-n2c(SCC(=O)NCC3CCCO3)nnc2-c2ccoc2C)c1 (centres undefined),1%,1%,0%,-6%,3%,3%,0%,-2%,2%,-9%,0
CC(C)(C)c1ccc2c(c1)C(c1ccc3c(c1)OCO3)CC(=O)O2 (centres undefined),3%,x,15%[94.6 µM],3%,x,15%,7%,-2%,x,x,-26
CC1(C)Oc2ccc3ccc(=O)oc3c2[C@H](O)[C@H]1O,x,-2%,x,1%,12%,x,27%,4%,-1%,x,11
CCOc1ccccc1N1CC(C(=O)Nc2nccs2)CC1=O (centres undefined),-1%,-4%,1%,-2%,1%,-3%[10 µM],1%,2%,0%,0%,4
COc1ccc(CN2C(=O)C(O)(CC(=O)c3ccc4c(c3)OCO4)c3ccccc32)cc1OC (centres undefined),-4%,1%,0%,-2%,0%,26%,-14%,-2%,-2%,-2%,4
O=C(Nc1cccnc1)c1cc(S(=O)(=O)N2CCCCC2)c(Cl)cc1Cl,0%,-2%,0%,-3%,-6%,24%,-25%,-4%,-1%,x,6
Cc1cc(NC(=O)CSc2nc3ccccc3c(=O)n2C(C)c2ccccc2)no1 (centres undefined),2%,-1%,8%,-7%,-6%,18%,-40%,-5%,0%,20%,1
FC(F)Sc1nnc(-c2cccs2)n1-c1ccccc1,20%,-3%,-33%,-4%,0%,u,0%,6%,2%,11%,14
CCOc1cc(C)c(Cl)cc1S(=O)(=O)NCC1CCCO1 (centres undefined),5%,-1%,-6%,3%,0%,-16%,9%,-2%,1%,-2%,5
Cn1c(SCc2cc(=O)[nH]c(C(C)(C)C)n2)nnc1C(F)(F)F,-9%,5%,x,-4%,-2%,7%,23%,-2%,-1%,-1%,3
COc1ccc(/C=C2/SC(=O)N(CCNC(=O)C3CCCN3C(=O)c3cccs3)C2=O)cc1 (centres undefined),-2%,-6%,-12%,-3%,-4%,u,5%,25%,u,2%,-7
O=C(Cn1ncc2c3ccccc3n(Cc3ccccc3F)c2c1=O)NC1CC1,-3%,-2%,u,1%[9.26 µM],2%,-22%,10%,3%,1%,x,-18
C=CCSc1nnc(NC(=O)CSc2nc3ccccc3o2)s1,u,0%,17%,-4%,-1%,u,12%,-1%,2%,7%,1
CCN(C(=O)Cc1c(C(=O)O)n(C)c2ccccc12)c1ccc(F)cc1,-1%,-6%,15%,0%,0%,14%,-10%,1%,u,4%,-9
COc1ccc(N2CCn3c2nc2c3c(=O)n(CCc3ccccc3)c(=O)n2C)c(OC)c1,-2%,-2%,-10%,-3%,11%,7%,x,1%,3%,-1%,x
Cc1nnc(NC(=O)CSc2ccc(-c3ccc(Cl)cc3)nn2)s1,-8%,0%,-26%,u,17%,-5%,15%,1%,u,u,2
CCOc1ccc(CCNC(=O)C2CCN(c3ccc(N4CCOCC4)nn3)CC2)cc1OCC,-9%,2%,-8%,-1%,-1%,-2%,-5%,-3%,-3%,-8%,-6
COc1ccc(CC(=O)Nc2nccs2)cc1OC,-6%,-2%,7%,-1%,-2%,29%,-21%,2%,-2%,4%,10
Cc1cc(NS(=O)(=O)c2ccc(NC(=O)c3cc4ccccc4o3)cc2)no1,-9%,3%,21%,-4%,6%,24%,x,-1%,u,-4%,x
O=C(Nc1ccc2c(c1)OCCO2)c1ccc2nccnc2c1,-25%,0.79µM*,14%,u,1µM*,-30%,-18%,6%,3µM*,-2%,u
Cc1nc2sc(C(c3ccco3)N3CCN(C(c4ccccc4)c4ccccc4)CC3)c(O)n2n1 (centres undefined),-9%,-26%,26%,-22%,-4%,-16%,-35%,-16%,1%,15%,-14

# Not all compounds are listed; the hit share may differ from the screen's.
